High-throughput results from PubChem.
CatS inh – inhibitors of human cathepsin S, biochemical, compound mixtures; P25774; recombinant cathepsin S, AMC dipeptide fluorescence, pooled mixtures; inhibition, %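 (tested at 5 µM per compound within 10-compound mixtures)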; actives 0.06% (n = 62,000); AID 501, 2006; in the data active = inhibition above about 32%, passing the limit was not always enough; inconclusive = no clear call, values can overlap the other calls;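 also: 0% = enzyme without compound and 100% = blank without enzyme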
ROCK2 blocker – inhibitors of human ROCK2 kinase, primary screen, biochemical, high-throughput, luminescence; AID 604, 2007; inhibition, % at 6 µM; purified ROCK2, Kinase-Glo ATP depletion luminescence; actives 0.35% (n = 60,000);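 active = inhibition above the screen-wide mean inhibition plus 3 SD, cut at about 18% in these data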;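 also: plate controls were DMSO wells for no effect and Y-27632 control wells after no-enzyme background subtraction for full effect; many of its hits are not listed in these tables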
Cathepsin G inh – human cathepsin G inhibitors, primary screen, biochemical, pooled compound mixtures, AMC fluorescence | inhibition, % at 5 µM (by protocol) | AID 581, 2007 | purified enzyme, AMC-tetrapeptide fluorescence | actives 0.2% (n = 62,000);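 active = inhibition above 20% in each of the two mixture wells holding the compound; inactive = inhibition of 20% or less in either well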;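 also: 0% = enzyme control without mixture and 100% = blank lacking enzyme; strong numbers were not always called active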
Target sequence (P08311 21-244 limits assumed): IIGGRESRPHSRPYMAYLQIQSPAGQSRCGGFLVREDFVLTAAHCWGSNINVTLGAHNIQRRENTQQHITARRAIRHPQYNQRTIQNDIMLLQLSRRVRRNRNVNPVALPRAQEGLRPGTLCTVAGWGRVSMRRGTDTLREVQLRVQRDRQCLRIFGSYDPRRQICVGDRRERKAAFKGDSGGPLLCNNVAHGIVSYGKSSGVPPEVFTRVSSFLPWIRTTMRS
FXIa inh mix – FXIa protease inhibitors in compound pools, primary screen, biochemical, 10-compound mixtures | purified FXIa, fluorogenic substrate, pooled mixtures | AID 680, 2007 | actives 0.19% (n = 62,000) | Coagulation factor XI (Homo sapiens), P03951 | inhibition, % at 5 µM;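 also: each value is inhibition by a whole ten-compound pool holding the compound; 0% = enzyme with no mixture and 100% = wells lacking enzyme; strong numbers were not always called active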
JNK3 blocker – JNK3 kinase activity inhibitors, primary screen, biochemical, human, purified enzyme. HTS. inhibition, % at 8 µM. actives 0.61% (n = 60,000); in the data active = inhibition above about 17%;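 also: 0% = DMSO and 100% = reference inhibitor; many of its hits are not listed in these tables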
FXIIa inh mix – human factor XIIa inhibitors, primary screen, biochemical, pooled compound mixtures, fluorogenic substrate; Coagulation factor XII (Homo sapiens), P00748; purified FXIIa; inhibition, % at 5 µM; actives 0.2% (n = 62,000);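 also: 0% = enzyme without compound and 100% = no enzyme blank; some results filed as inactive read as strong as hits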
CatL block – inhibitors of human cathepsin L, biochemical. Procathepsin L (Homo sapiens), P07711. purified cathepsin L, fluorogenic substrate, fluorescence. inhibition, %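 (tested at 10 µM)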. actives 0.17% (n = 58,000). AID 460, 2006; in the data active = inhibition above about 45%;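 also: 0% = enzyme with no compound and 100% = no enzyme blank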
PKA inh – inhibitors of human PKA kinase activity, primary screen, biochemical, ATP-depletion luminescence, Kemptide substrate; actives 0.1% (n = 65,000); AID 524, 2006; inhibition, % at 6 µM; cAMP-dependent protein kinase catalytic subunit alpha (Homo sapiens), P17612; PKA Kemptide phosphorylation, Kinase-Glo ATP luminescence;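 active = inhibition above the screen-wide mean inhibition plus 3 SD, cut at about 21% in these data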; also: many of its hits are not listed in these tables
C1s inh – complement C1s protease inhibitors, primary screen, biochemical, 10-compound mixtures. Complement C1s subcomponent (Homo sapiens), P09871. purified C1s, fluorogenic AMC substrate, pooled mixtures. mean inhibition % of two 10-compound mixtures (hits give high values), % at 5 µM (by protocol). actives 0.16% (n = 62,000). AID 538, 2006;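 active = inhibition above 20% in each of the two 10-compound mixture wells holding the compound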;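 also: 0% = enzyme wells lacking compound mixture and 100% = no-enzyme blank wells; some compounds called inactive have numbers as strong as hits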
Target sequence (P09871 16-437 limits assumed): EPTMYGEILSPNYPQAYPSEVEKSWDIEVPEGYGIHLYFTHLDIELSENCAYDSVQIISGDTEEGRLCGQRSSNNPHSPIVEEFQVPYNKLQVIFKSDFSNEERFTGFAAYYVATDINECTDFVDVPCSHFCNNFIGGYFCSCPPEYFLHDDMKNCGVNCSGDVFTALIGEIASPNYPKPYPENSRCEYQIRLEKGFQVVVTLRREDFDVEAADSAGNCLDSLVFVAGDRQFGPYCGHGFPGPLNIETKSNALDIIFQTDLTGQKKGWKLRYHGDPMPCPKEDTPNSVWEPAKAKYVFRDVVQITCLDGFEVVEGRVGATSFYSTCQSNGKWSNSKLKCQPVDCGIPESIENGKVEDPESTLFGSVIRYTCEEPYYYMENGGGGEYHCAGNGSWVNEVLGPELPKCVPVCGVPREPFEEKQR
Target sequence (P09871 438-688 limits assumed): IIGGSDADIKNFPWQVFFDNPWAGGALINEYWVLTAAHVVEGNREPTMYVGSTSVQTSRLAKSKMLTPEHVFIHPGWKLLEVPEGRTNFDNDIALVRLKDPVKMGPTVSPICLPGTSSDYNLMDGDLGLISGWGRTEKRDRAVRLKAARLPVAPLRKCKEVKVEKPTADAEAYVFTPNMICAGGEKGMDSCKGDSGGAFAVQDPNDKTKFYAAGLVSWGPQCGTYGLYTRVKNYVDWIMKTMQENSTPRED
* = called active by the depositor; i = inactive; ? = inconclusive; · = no result given. Rule as the data show it, unless noted: active = inhibition above about 20% (passing the limit was not always enough); inactive = the rest.

CatS inh	ROCK2 blocker	Cathepsin G inh	FXIa inh mix	JNK3 blocker	FXIIa inh mix	CatL block	PKA inh	C1s inh	mol
1	2	-2	0	3	2	·	-2	-30	CCOc1ccc(-n2c(Cc3cc(=O)[nH]c(=O)[nH]3)nnc2SC(C)C(=O)OC)cc1 (centres undefined)
5	-1	-12	2	4	5	4	-5	4	COCCNC(=O)c1ccc(Cl)c(Cl)c1
0	-2	2	3	0	9	2	-1	-28	Cc1cc(N2CCC(C(=O)Nc3ccc(F)cc3)CC2)nc(-c2ccccc2)n1
7	0	6	2	1	14	13	-2	-15	O=C(CSc1nnc(CN2CCOCC2)n1-c1ccc(Cl)cc1)Nc1cc(Cl)ccc1O
15	5	-13	-3	4	-14	1	6	-8	CCC(=O)N1CCc2cc(S(=O)(=O)CCC(=O)Nc3ccc(F)c(F)c3)ccc21
20	-7	2	9	-8	-22	0	-6	-2	Cc1nnc(NC(=O)Cc2cccs2)s1
2	·	0	1	·	5	9	12	-3	Cc1n[nH]c(C)c1S(=O)(=O)N1CCN(C2CCCCC2)CC1
-7	6	-1	11	1	-3	-5	8	1	CCC(C)(C(=O)NC1CCCCC1)N(C(=O)c1cnccn1)c1c(C)n(C)n(-c2ccccc2)c1=O (centres undefined)
-7	11	-1	-4	0	-3	11	16	-53	CCN(CC)S(=O)(=O)c1ccc(C(=O)N2CCN=C2SCc2cccnc2)cc1
-11	-1	10	8	7	6	-5	0	16	CC(C)(C)n1nnnc1CN1CCC(NC(=O)NC2CCCCC2)CC1
2	4	5	-1	1	9	11	7	-11	CCOC(=O)c1ccc(NC(=O)Cn2nnc(-c3ccccc3C)n2)cc1
·	4	·	·	-2	·	-48	8	·	CCOC(=O)c1[nH]c2cc3c(cc2c1NC(=O)CN1CCC(C)CC1)OCO3
7	5	11	1	4	4	36	10	18	CCOC(=O)CSc1n[nH]c(-c2cccnc2)n1
6	7	12	8	5	9	-9	-1	18	COc1ccc(C(=O)N2CCN(Cc3ccccc3C)CC2)cc1OC
19	4	-14	-3	28*	9	2	10	17	CN(c1ccc(C(=O)Nc2nccs2)cc1)S(=O)(=O)c1ccccc1
15	-4	24	8	-7	7	-4	-7	13	COc1ccc2cc(C(=O)NCc3ccco3)c(=Nc3ccc(C(=O)O)cc3)oc2c1
1	5	9	4	-2	3	·	6	13	O=C(c1cnn2c(C(F)(F)F)cc(-c3ccco3)nc12)N1CCCc2ccccc21
0	-2	-2	6	1	10	1	-8	2	O=C1CC(N2CCOCC2)C(=O)N1c1cc(Cl)cc(Cl)c1 (centres undefined)
13	1	9	-3	2	4	25	0	-3	CC(C)CCNC(=O)C(C)N(C(=O)Cn1nnc(-c2ccc(F)cc2)n1)C1CCCC1 (centres undefined)
3	-1	-1	9	-5	4	-5	-4	-24	CCC1CCCCN1C(=O)CSc1nnc(-c2cccs2)o1 (centres undefined)

Rewritten as comma-separated lines: 2 of the compounds above.
molecule,CatS inh,ROCK2 blocker,Cathepsin G inh,FXIa inh mix,JNK3 blocker,FXIIa inh mix,CatL block,PKA inh,C1s inh
O=C1CC(N2CCOCC2)C(=O)N1c1cc(Cl)cc(Cl)c1 (centres undefined),0,-2,-2,6,1,10,1,-8,2
CN(c1ccc(C(=O)Nc2nccs2)cc1)S(=O)(=O)c1ccccc1,19,4,-14,-3,28*,9,2,10,17

Following part.
CatS inh	ROCK2 blocker	Cathepsin G inh	FXIa inh mix	JNK3 blocker	FXIIa inh mix	CatL block	PKA inh	C1s inh	mol
8	4	3	12	-1	-19	-3	1	-15	CCOc1ccccc1C(=O)Nc1cc(=O)n(C)c(=O)n1C
1	-4	11	7	5	11	7	1	10	O=C(CN1CCC(n2nnc3cc(F)ccc32)CC1)NCCc1nc2ccccc2[nH]1
6	4	-2	1	3	8	1	2	-3	CC(=O)Nc1ccc(S(=O)(=O)c2ccc(N)cc2)cc1
-8	-3	-22	-26	-1	10	i	-10	-129	Cc1cc(-n2c(=O)c(C#N)cc3c(=O)n4ccccc4nc32)no1
9	7	6	-12	-1	8	·	7	-31	Cc1ccc(C)c2[nH]c(=O)c(CCNC(=O)C(C)C)cc12
5	3	12	5	9	5	6	-1	12	CCSc1ccccc1C(=O)NCc1ccc(S(N)(=O)=O)cc1
-3	-1	-8	8	0	4	-2	2	-9	COc1ccc(C2C(C#N)=C(/N=C/N3CCN(C)CC3)OC3=C2C(=O)CC(C)(C)C3)cc1 (centres undefined)
3	6	1	4	4	2	·	12	3	Cc1ccc(S(=O)(=O)Nn2c(C)ccc2C)cc1
·	-1	·	·	-16	·	4	-6	·	CCN(CC)CCN1C(=O)C(=O)/C(=C(/O)c2ccc(Cl)cc2)C1c1ccncc1 (centres undefined)
-4	2	-1	4	1	3	-7	4	-5	CCCN(CCC)C(=O)Cn1ccc(=N)c2ccccc21
8	0	3	11	-8	5	·	-5	1	Cc1nnc(NC(=O)Oc2ccccc2)s1
-3	9	1	7	-6	4	-5	0	1	Oc1ccccc1N=Cc1ccc[nH]1
-2	·	-3	4	·	-3	-2	9	-10	COCC(=O)NC1CCN(C(=O)NCc2ccccc2)CC1
6	7	-2	0	1	2	23	8	6	O=C(NCc1ccccn1)c1cc(-c2ccccc2)on1
3	23*	10	6	0	2	4	3	18	O=C(Nc1ccncc1)Nc1ccc(F)cc1F
-7	·	-9	-8	·	4	·	1	-152	Cc1nc(NCCCN2CCOCC2)c2oc3ccccc3c2n1
-7	-3	0	3	-1	8	1	-3	-10	CCn1c(CNC(=O)c2ccco2)nnc1SCC(=O)Nc1cc(C(F)(F)F)ccc1Cl
5	4	2	2	3	4	2	1	4	Cc1ccc(OCC2Cn3c(nc4c3c(=O)n(C)c(=O)n4C)O2)cc1 (centres undefined)
-2	-2	-2	8	-5	6	6	-4	-7	Cc1ccc(-n2cc(C(C)(C)C)[nH]c2=S)cc1
·	-6	·	·	1	·	-1	3	·	CCCCCCn1cc(C(=O)O)c(=O)c2ccccc21
2	12	-1	9	1	-20	·	7	-28	O=C(O)CNC(=O)CC12CC3CC(CC(C3)C1)C2
-10	-10	-1	12	2	4	1	4	-45	CCCC1CC(=O)OC1(C)C(=O)CSc1n[nH]c(-c2ccccc2)n1 (centres undefined)
1	7	9	1	-6	-18	47*	9	12	CN(C)CCNc1nc2c(c(=O)[nH]c(=O)n2C)n1CC(O)COc1ccc(Cl)cc1 (centres undefined)
15	-3	-2	10	-7	10	21	-2	-18	CC(=O)C(C(C)=O)c1c(Cl)c(O)c(O)c2c(C(=O)c3ccccc3)coc12
15	0	-4	-5	9	6	27	6	-38	CC(O)c1nc2ccccc2n1Cc1nnc(-c2ccc(Cl)cc2)o1 (centres undefined)
7	10	2	5	4	3	10	9	-2	CCOC(=O)N1CCN(C(=O)c2cnsn2)CC1
11	5	-2	6	3	-6	·	7	13	CCOc1cccc(C(=O)Nc2cccc(-c3nnc(-c4ccccc4)o3)c2)c1
-3	3	6	-1	0	9	·	6	1	Cn1c(=O)oc2cc(S(=O)(=O)N3CCCC(C(=O)Nc4ccc5c(c4)OCCO5)C3)ccc21 (centres undefined)
-13	6	-6	-3	24*	4	-9	15	6	CCOC(=O)c1ccc2[nH]c3c(c2c1)CCCCC3=O
-3	8	-1	6	1	-19	24	4	-3	Cc1cccc(OCC(=O)Nc2ccc3c(c2)OCCO3)c1
-12	-4	-1	8	-1	4	-7	-5	0	Clc1ccc(C2CC(c3ccccc3)Nc3ncnn32)cc1 (centres undefined)
0	-2	8	6	-8	-7	-2	-4	18	Cc1c(C(=O)Nc2cnccn2)oc2ccccc12
-3	-1	6	8	0	1	5	4	4	CS(=O)(=O)N1CCC(C(=O)Nc2ccc(Cl)c(C(F)(F)F)c2)CC1
5	3	2	-16	75*	4	5	4	-36	N#Cc1c(NCc2ccccc2)ccnc1NCc1cccnc1
-15	5	-29	-24	9	4	2	7	-92	Cc1noc(C)c1COc1ccc(C(=O)NCc2ccccn2)cc1
0	6	5	3	-4	-16	7	11	-6	Cc1ccc(CCN2CC(C(=O)NCc3ccco3)CC2=O)cc1 (centres undefined)
-3	0	-5	-3	-8	-3	-3	-6	-19	Cc1nc(NC(CC(C)C)C(=O)O)c2nc(C)oc2n1 (centres undefined)
-8	0	-6	6	2	0	-4	-4	-31	Cn1nnnc1SCC(=O)NC(=O)NCc1ccccc1
-4	4	5	3	0	-20	0	12	3	Cc1ccc2oc(=O)c3cnn(CC(=O)NC4CCC(C)CC4)c3c2c1 (centres undefined)
16	2	-1	-1	1	2	34	13	3	Nc1nnc(CCN2C(=O)CSC2=O)s1
0	11	8	5	6	6	-12	7	5	Fc1ccc(CNc2ccc(CNc3ncn[nH]3)cc2)cc1
?	·	-1	-1	·	8	0	10	3	NC(=O)C1CCN(c2nc(C3CC3)nc3c2nnn3Cc2ccccc2Cl)CC1
0	11	11	2	0	5	-2	6	12	CCOC(=O)N1CCC(NC(=O)CSc2cc(=O)n(C)c3ccc(Cl)cc23)CC1
-2	7	61*	10	2	1	·	2	8	CCCNC(=O)c1noc2c1CCc1ccccc1-2
-1	-2	40	34	-6	3	3	6	46	CCOc1cc(C(=O)N2CCOCC2)ccc1OCc1ccccc1
-9	3	-5	-1	1	-4	-146	-1	-95	COC(=O)C1=CN(CCCN2CCCC2=O)C=C(C(=O)OC)C1c1ccccc1C(F)(F)F
-7	3	6	-5	2	-1	-14	10	-34	CCCCn1c(=O)[nH]c(=O)c2c1nc(-c1ccc(C#N)cc1)n2C1CCCC1
3	10	8	8	-5	17	8	0	-10	CCN(CC)CCN1C(=O)C(=O)/C(=C(/O)c2ccncc2)C1c1ccccc1 (centres undefined)
-3	5	-17	-5	4	14	·	12	-25	O=c1c2ccccc2nnn1Cc1nnc(-c2ccccc2Br)o1
0	3	-1	2	3	1	3	5	-1	Cc1ccc2c(c1)N(CCC(=O)NCc1ccc3c(c1)OCO3)C(=O)CO2

The listing continues:
CatS inh	ROCK2 blocker	Cathepsin G inh	FXIa inh mix	JNK3 blocker	FXIIa inh mix	CatL block	PKA inh	C1s inh	mol
5	0	-6	4	5	-3	8	6	-38	Cc1cccc(N2CCN(C(=O)C3CCCN(S(=O)(=O)c4cccc5cccnc45)C3)CC2)c1C (centres undefined)
12	-4	-3	-3	1	5	28	4	-48	CCCOc1cccc(C2/C(=C(/O)c3ccc(OC)cc3)C(=O)C(=O)N2CCN(C)C)c1 (centres undefined)
-6	1	10	4	-1	4	-10	4	13	COc1ccc(C(=O)NCC(=O)Nc2ccccc2)cc1OC
1	·	0	6	·	-4	12	7	-2	COc1ccc(N(C2CSC2)S(=O)(=O)c2ccccc2)cc1
3	-4	-3	7	1	0	·	1	-6	Cc1nc2c(-c3ccc(F)cc3)c(C)nn2c(C)c1CCC(=O)N1CCN(c2ccccn2)CC1
-7	5	10	8	-3	2	-2	5	15	O=C(Nc1ccn(-c2ccccc2)n1)c1ccc(S(=O)(=O)N2CCCCCC2)cc1
1	0	6	5	-13	8	-10	5	10	CCn1c(Cc2ccccc2)nnc1SCC(=O)Nc1ccc2c(c1)OCCO2
7	6	-7	10	5	4	8	7	-35	CC(=O)Nc1cccc(NC(=O)CSc2nnc(Cc3cccn3C)n2-c2ccc(F)cc2)c1
1	0	10	3	-6	15	16	6	12	Cc1ccc2[nH]c3c(=O)n(CCN4CCNCC4)cnc3c2c1
-4	0	3	-2	-12	4	-6	6	-4	Cc1cc(=O)n(C)c(=O)n1CC(=O)N1CCCCCC1
4	-1	-2	9	7	-23	-3	-5	3	Cc1cnn(-c2cc(Oc3ccccc3)ncn2)c1
